TNAP inh hiacc: human TNAP enzyme inhibitors, primary screen, biochemical, luminescent, high phosphate acceptor level, uHTS; Alkaline phosphatase, tissue-nonspecific isozyme (Homo sapiens), P05186; purified TNAP, CDP-star luminescence, 1 M DEA; inhibition, % at 20 µM; hit rate 0.03% among 200,000; AID 1135, 2008;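 active means over 50% inhibition of tissue-nonspecific alkaline phosphatase at 20 µM in the single-dose screen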;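 further: plate controls were DMSO wells for no effect and EDTA-quenched wells as full inhibition for full effect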
Target sequence (P05186 whole entry, looked up): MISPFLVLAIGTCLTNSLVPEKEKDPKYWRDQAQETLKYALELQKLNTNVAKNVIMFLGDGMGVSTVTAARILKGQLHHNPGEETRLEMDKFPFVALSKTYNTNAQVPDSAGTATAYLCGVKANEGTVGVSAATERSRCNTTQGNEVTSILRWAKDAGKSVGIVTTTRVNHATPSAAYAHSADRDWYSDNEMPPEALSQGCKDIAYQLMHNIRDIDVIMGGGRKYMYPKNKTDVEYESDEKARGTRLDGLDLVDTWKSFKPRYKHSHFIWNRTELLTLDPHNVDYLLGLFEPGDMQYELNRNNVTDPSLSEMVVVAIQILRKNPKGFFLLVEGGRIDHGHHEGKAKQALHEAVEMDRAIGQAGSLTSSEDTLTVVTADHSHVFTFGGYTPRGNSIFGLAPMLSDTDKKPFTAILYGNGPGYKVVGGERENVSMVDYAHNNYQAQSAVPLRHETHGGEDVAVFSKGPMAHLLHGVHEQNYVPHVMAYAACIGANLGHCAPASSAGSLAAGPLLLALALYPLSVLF
PMI activator: activators of human PMI, primary screen, biochemical, fluorescence intensity, near-Km mannose 6-phosphate | Mannose-6-phosphate isomerase (Homo sapiens), P34949 | purified human PMI, coupled resazurin fluorescence, 20 min; hits give high values; 1 = vehicle control, 0 substrate-free wells | activation factor at 20 µM | hit rate 0.005% among 190,000;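 active means activation factor of 2 or more at 20 µM, relative to plate controls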
NF-kB expr up: activators of NF-kB expression in neurons, primary screen, cell-based, HTS. fold change at 12.5 µM. AID 1239, 2008. hit rate 1.6% among 190,000. human neuronal cells, NF-kB reporter expression; hits give high values; in the data active means fold change above about 3.3
TNAP inh no acc: human TNAP enzyme inhibitors, primary screen, biochemical, luminescent, no phosphate acceptor, uHTS; Alkaline phosphatase, tissue-nonspecific isozyme (Homo sapiens), P05186; purified TNAP, CDP-star luminescence, 30 min; inhibition, % at 20 µM; hit rate 0.26% among 200,000; AID 1012, 2008;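 active means tissue-nonspecific alkaline phosphatase inhibition above about 50% at 20 µM in the single-dose screen, limit read from the data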;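 further: 0% = DMSO negative control and 100% = EDTA positive control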
FLuc inhib CS: firefly luciferase enzyme inhibitors, primary screen, artefact control for luciferase-based inhibitor screens, biochemical, luminescence, ATPLite; Luciferin 4-monooxygenase (Photinus pyralis), P08659; 10 min; inhibition, % at 10 µM; hit rate 1.5% among 200,000;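 active means inhibition above about 50% when tested at 10 µM, limit read from the data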
Target sequence (P08659 whole entry, looked up): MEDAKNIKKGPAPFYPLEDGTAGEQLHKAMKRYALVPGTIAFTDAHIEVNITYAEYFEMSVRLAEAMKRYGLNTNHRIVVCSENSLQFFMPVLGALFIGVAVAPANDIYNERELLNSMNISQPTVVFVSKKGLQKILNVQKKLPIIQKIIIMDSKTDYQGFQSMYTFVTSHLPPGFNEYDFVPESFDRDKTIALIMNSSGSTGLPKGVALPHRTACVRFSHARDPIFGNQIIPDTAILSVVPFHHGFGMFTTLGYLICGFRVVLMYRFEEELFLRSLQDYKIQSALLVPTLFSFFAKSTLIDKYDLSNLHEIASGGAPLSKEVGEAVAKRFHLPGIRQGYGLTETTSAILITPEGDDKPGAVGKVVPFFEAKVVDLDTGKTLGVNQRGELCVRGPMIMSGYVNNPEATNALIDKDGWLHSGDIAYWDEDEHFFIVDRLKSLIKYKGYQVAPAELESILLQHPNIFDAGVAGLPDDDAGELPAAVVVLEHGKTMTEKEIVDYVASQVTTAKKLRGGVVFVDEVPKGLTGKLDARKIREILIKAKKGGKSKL
APP 5'UTR act: activators of APP 5'UTR luciferase reporter, primary screen, SH-SY5Y cells | activation, % at 2 µM | hit rate 1% among 190,000 | SH-SY5Y APP 5'UTR luciferase reporter, luminescence; zero percent = DMSO vehicle wells;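 active means activation above a set limit, based on mean plus 3 SD of controls, cut at about 140% in these data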; further: values of inactives mirror those of a sister screen read the other way
FLuc stim CS: FLuc activators, initial screening, artefact control for FLuc-dependent activation tests, biochemical, ATPlite luminescence; Luciferin 4-monooxygenase (Photinus pyralis), P08659; ATPlite luciferase biochemical, 10 min; 0 = ATP-free wells, 1 = DMSO control; activation factor at 10 µM; 200,000 tested, under 10 active; AID 1027, 2008;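 active means luciferase activation factor, scaled between plate controls, of at least 2 with compound at 10 µM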
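test system = cell-free luciferase reagent | medium = PBS as buffer for the ATP substrate | dosing = test compounds dosed from 2 mM stocks in 100% DMSO | incubation = 10 min at ambient temperature | detection = luminescence measurement of luciferase light output | benchmarks = low control with PBS replacing ATP, high control enzyme plus ATP without compound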
PMI act hi M6P: human PMI activators, high substrate, primary screen, biochemical, fluorescence intensity, near-saturating mannose 6-phosphate; Mannose-6-phosphate isomerase (Homo sapiens), P34949; coupled PMI enzyme assay, resazurin fluorescence, 20 min; hits give high values; 1 = untreated enzyme, 0 = substrate-free blank; activation factor at 20 µM; hit rate 0.34% among 190,000;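 active means activation factor of 2 or more at 20 µM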
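Technique: Diaphorase-driven resazurin-to-resorufin fluorescence, excitation 544, emission 590 nm | Assay system: Human PMI in coupled enzyme assay | Times: Enzyme reaction with compound 20 min at room temperature | Medium: HEPES-buffered pH 7.4 with magnesium and detergent | Reagent: Mannose-6-phosphate 1.0 mM (near-saturating) plus 0.22 mM NADP+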
bIAP activator: bovine intestinal alkaline phosphatase activators, primary screen, biochemical, bovine IAP, CDP-star luminescence | activation factor at 20 µM | AID 1016, 2008 | hit rate 0.17% among 200,000 | purified bovine IAP, 30 min; hits give high values; fold of DMSO-control signal, blank-subtracted | alkaline phosphatase, intestinal [Bos taurus];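 active means activation factor of 2 or more at 20 µM, a signal rise over negative controls twice the positive control's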
TNAP act hi DEA: TNAP activators at high phosphate acceptor level, primary screen, biochemical, luminescence, uHTS. Alkaline phosphatase, tissue-nonspecific isozyme (Homo sapiens), P05186. 200,000 tested, under 10 active. activation factor at 20 µM. purified TNAP, CDP-star luminescence, 1 M DEA, 30 min; hits give high values; 0 = EDTA background, 1 = DMSO-only activity;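 active means activation factor at least 2 at 20 µM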
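Measured by: Luminescent substrate turnover signal | Test system: Human TNAP | Input: TNAP 1/800 final | Dosing: 20 µM single point | Schedule: 30 min, room temperature | Controls: EDTA wells as negative control, DMSO wells as positive control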
The depositor's hits bear a star; nt = no result given.

TNAP inh hiacc,PMI activator,NF-kB expr up,TNAP inh no acc,FLuc inhib CS,APP 5'UTR act,FLuc stim CS,molecule,PMI act hi M6P,bIAP activator,TNAP act hi DEA
5,0.8,0.7,-2,2,14,1,CC[n+]1c(/C=C/Nc2ccccc2)sc2ccccc21,1,0.7,1
-8,1,1,-5,-10,3,1.1,Cc1nc2ccccc2c(=O)n1N,0.9,0.9,1.1
2,0.9,1,-4,-2,0,1,CC1CCN(c2nc(-c3ccccc3)c(C#N)c(=O)[nH]2)CC1,0.9,1,1
-5,1,1.1,-9,-1,-11,1,COc1cccc(N2CCN(C(=O)c3cccnc3)CC2)c1,1,1.1,1.1
-5,0.9,1.2,-15,-5,11,1,COc1ccc(CNC(=O)c2cccc(N(C)C)c2)cc1,0.9,0.9,1
-2,1,0.94,-15,-4,7,1,O=C(CCn1c(=S)[nH]c2ccccc2c1=O)NCCc1ccccc1,0.9,0.9,1
-4,1.1,2.5,-7,-4,74,1,O=C(Nc1ccc([N+](=O)[O-])cn1)c1ccc2c(c1)OCO2,0.9,0.8,1
-7,1.2,0.76,-12,-10,18,1.1,COc1cc([N+](=O)[O-])ccc1NC(=O)c1cccc(NC(=O)C(C)C)c1,1.1,0.9,1.1
-7,0.9,0.77,-3,-5,-9,1,Cc1cc(C(C)(C)C)ccc1OCCn1ccnc1,0.9,0.9,1.1
-6,1,1.1,-11,-1,-10,1,CCOc1c(Cl)cc(CNCc2ccccn2)cc1OC,1,1.1,1.1
-6,1,1.1,-55,-7,-21,1.1,Cc1cc2ncc(S(=O)(=O)c3ccccc3)c(N)n2n1,1,1.3,1.1
-3,0.8,0.89,-14,-6,-8,1.1,COc1ccc(-c2oc(/N=C/N3CCCC3)c(C#N)c2-c2ccc(OC)cc2)cc1,0.9,1,1
2,1.1,1.1,-182,-7,nt,1.1,O=[N+]([O-])c1cccc(/C=N\N2CCN(c3ccc(Cl)cc3)CC2)c1,0.9,0.8,1
-6,0.9,1,-7,-4,23,1,N#CCSc1nnc(C2CCCCC2)n1-c1ccccc1,0.9,1,1.1
-5,0.9,1.1,-14,-8,0,1.1,COc1cccc(OCC(O)CN2C(C)CCCC2C)c1 (stereo not drawn),1,1,1.1
0,0.9,0.99,-7,1,1,1,CCOC(=O)c1ccc(NC(=O)N2CCN(S(C)(=O)=O)CC2)cc1,0.8,1,1
-5,1,1.1,-5,-3,-1,1,COc1ccc(N2CC(C(=O)NCc3cccnc3)CC2=O)cc1 (stereo not drawn),1,1,1.1
-7,0.9,1,-13,80*,223*,0.2,Cc1cc(C(=O)Cn2nnc3ccccc3c2=O)c(C)n1Cc1cccs1,0.9,0.8,1.1
-1,0.8,0.97,-6,-4,-8,1,COc1ccc(/C=C2\SC(=NCc3ccccc3)N(Cc3ccccc3)C2=O)cc1OC,0.8,0.9,1
-3,1,1.2,-8,-7,-3,1.1,Fc1cccc(Cc2noc(CN3CCSCC3)n2)c1,1.1,1.2,1
-1,1,0.74,-7,4,12,1,COc1ccc(CCNC(=O)c2cnc3scc(C)n3c2=O)cc1OC,1,0.9,1
5,0.6,3.2,8,-3,-9,1,CC(C)C/C(O)=C/c1nc2cc(Cl)ccc2oc1=O,0.4,0.9,0.9
-5,1,0.98,-21,-2,-11,1,CCCCn1c(N)c(Sc2ccc(C)cc2)c(=O)[nH]c1=O,1,0.9,1.1
-1,1,1.1,-5,-1,6,1,COc1ccc(S(=O)(=O)NCCOc2cccc3cccnc23)cc1OC,1,1,1
-2,1,1.1,-7,-7,13,1.1,Cc1c(Cl)cccc1NC(=O)CN1CCC(NC(=O)C2CCCCC2)CC1,1,1,1
-6,1,1.1,-17,2,-9,1,CCc1nnc(NC(=O)CSc2ncc(-c3ccccc3)[nH]2)s1,1.1,1.2,1.1
-4,1,1.4,-7,-5,0,1.1,Cc1nn(C)cc1S(=O)(=O)NC1CCCC1,0.9,1.1,1
-3,1,4.2*,2,-8,-6,1.1,O=Cc1c(Sc2ccccc2)nc2ccccn2c1=O,1.1,0.9,1
-2,0.8,1.8,-11,7,-3,0.9,CCN(CC)c1ccc2c(C)c(-c3ccc(N)cc3)c(=O)oc2c1,0.8,0.9,1
1,1.1,1.3,-9,-2,5,1,CCc1ccc(NC(=S)N(CCN2CCCCC2)Cc2ccco2)cc1,1,1.1,1
-7,1.1,0.62,4,-5,3,1.1,Cc1occc1-c1nnc(SCC(=O)NCc2cccs2)n1-c1ccc(F)cc1,1,1.1,1.1
4,1,1.1,-1,-2,-1,1,O=C1N=c2ccccc2=C1c1sc(=S)n(CC2CCCO2)c1O (stereo not drawn),1,0.9,1
-4,0.9,0.73,-3,-8,nt,1.1,COc1ccccc1NS(=O)(=O)c1ccc2c(c1)n(C)c(=O)n2C,0.9,1,1
0,0.9,1.2,-9,7,4,0.9,Cc1cccc(NC(=O)N2CCN(Cc3ccccc3)CC2)c1,0.9,1,1
-4,0.9,1.1,6,-2,-3,1,CCn1cc([N+](=O)[O-])c(C(=O)N2N=C(c3ccc(O)c(OC)c3)CC2c2ccccc2O)n1 (stereo not drawn),1,1,1
-4,1,1,2,-2,11,1,NC(=O)CSc1nnnn1-c1cccc(Cl)c1,1.1,0.8,1
1,1,0.95,-4,-7,-3,1.1,COCCn1nnnc1C(c1cc2ccc(OC)cc2[nH]c1=O)N1CCc2ccccc2C1 (stereo not drawn),1.2,1,1
4,0.9,1,-50,12,-5,0.9,Cn1cc(SCC(=O)NCc2ccc(F)cc2)c2ccccc21,0.9,0.9,1
-2,1,0.94,2,-6,-1,1.1,CCC(CO)Nc1ncc([N+](=O)[O-])cc1C#N (stereo not drawn),1,1,1
-5,0.9,1.3,-10,-5,13,1.1,CCOCCCNC(=O)c1c(-c2ccccc2)noc1C,1,0.9,1.1
-2,nt,0.47,-6,-4,9,1,CNC(=O)CSc1nnc(-c2ccc3c(c2)OCO3)n1C,nt,1.1,1
-4,0.9,1.1,-10,-8,-14,1.1,CC(C)(C)NC(=O)NC(=O)COC(=O)c1cccc(F)c1,0.9,0.7,1
-4,1,1.5,-2,-8,-13,1.1,COc1cc(C=O)c(Br)cc1OC1CCCC1,1,0.9,1
0,1,1,-17,0,10,1,O=C(Cc1ccccc1)N1CCCC(c2nc(-c3cccs3)no2)C1 (stereo not drawn),1,0.9,1
-5,0.9,0.94,-9,-3,7,1,CC(C)C(NC(=O)CNC(=O)OC(C)(C)C)C(=O)NCc1ccccc1 (stereo not drawn),0.9,1,1
-1,1,1.1,-6,-3,-19,1,O=C(CNC(=O)c1ccc(S(=O)(=O)N2CCCC2)cc1)N/N=C/c1ccc(F)cc1,1.1,1,1
-2,1,1.4,5,-6,1,1.1,Cc1ccc(-c2ccc(/C=N/NC(=O)CN3CCCC3)o2)cc1Cl,0.9,1,1
-2,1,2,-9,-7,-62,1.1,CCOC(=O)c1[nH]c(C)c(C(=O)Nc2ccccc2F)c1C,1,0.8,1
3,1.1,4.7*,1,15,144*,0.8,CCc1ccc(C2=NN(C(C)=O)C(c3ccco3)C2)cc1 (stereo not drawn),1,1,1
-8,1,1.1,-32,-1,8,1,COc1ccccc1NS(=O)(=O)c1cc(NC(=O)Nc2ccc(Cl)cc2Cl)ccc1N1CCCCC1,1,0.9,1.1
-9,1.1,1.2,-17,-6,21,1.1,CCOc1nc(Oc2cccc(C(=O)O)c2)nc(Oc2cccc(C(=O)O)c2)n1,1.1,1,1.1
-6,1.1,0.98,-15,-5,-14,1.1,CCC(CC)C(=O)Nc1cc(C)cc(C)c1,1.1,1,1.1
-2,1,1.3,-4,0,33,1,Cc1cc(NC(=O)c2ccc(Br)c([N+](=O)[O-])c2)no1,0.9,1,1
-2,1,1.1,24,-8,-13,1.1,COCC(=O)NNS(=O)(=O)c1ccccc1[N+](=O)[O-],1.1,0.4,1
1,1,0.95,-2,-5,2,1.1,Cc1ccc(-n2ncc3c(=O)[nH]c(SCC(=O)N4CCN(c5ccccc5)CC4)nc32)cc1,1.1,1,1
1,1,0.85,-12,-7,-6,1.1,COc1ccc(-c2nnn(Cc3nc(N)nc(N4CCOCC4)n3)n2)cc1OC,1,1,1
-6,1,1.1,-7,-7,1,1.1,CCC(C)(C)n1nnnc1C(c1ccc2ncccc2c1)N1CCN2CCCC2C1 (stereo not drawn),1,1,1.1
1,0.8,1.2,1,-4,6,1,CCCCCCCCCC[n+]1cccc(C(=O)N(CC)CC)c1,1,1,1
3,1,1.4,0,0,-12,1,N#CC(Sc1ccccn1)c1ccc(Cl)cc1 (stereo not drawn),1,1.1,1
-3,1,0.99,-9,-6,-12,1.1,CCOC(=O)C1CCN(c2c(NCc3ccc(C(=O)NCCOC)cc3)c(=O)c2=O)CC1,1,1,1
2,1,1,-6,2,31,1,C/C(=N\O)c1ccc2c(c1)OCCO2,0.9,1.2,1
-6,1,1.1,-9,-4,2,1,CSc1ccccc1NC(=O)CCn1c(=O)sc2ccccc21,1,0.9,1.1
-5,0,1.3,-8,-7,-3,1.1,Cc1noc(C)c1C(=O)OCC(=O)C12CC3CC(CC(C3)C1)C2,1.1,1.2,1.1

5 entries already listed, sorted by SMILES length, ascending.
TNAP inh hiacc,PMI activator,NF-kB expr up,TNAP inh no acc,FLuc inhib CS,APP 5'UTR act,FLuc stim CS,molecule,PMI act hi M6P,bIAP activator,TNAP act hi DEA
-5,0.9,1.3,-10,-5,13,1.1,CCOCCCNC(=O)c1c(-c2ccccc2)noc1C,1,0.9,1.1
4,0.9,1,-50,12,-5,0.9,Cn1cc(SCC(=O)NCc2ccc(F)cc2)c2ccccc21,0.9,0.9,1
3,1.1,4.7*,1,15,144*,0.8,CCc1ccc(C2=NN(C(C)=O)C(c3ccco3)C2)cc1 (stereo not drawn),1,1,1
-2,1,1.3,-4,0,33,1,Cc1cc(NC(=O)c2ccc(Br)c([N+](=O)[O-])c2)no1,0.9,1,1
-7,1.1,0.62,4,-5,3,1.1,Cc1occc1-c1nnc(SCC(=O)NCc2cccs2)n1-c1ccc(F)cc1,1,1.1,1.1

Assay outcomes: PubChem, several laboratories

Compounds as they come; 3.6% or so of the library scored in one or more.
